From PubChem
MCL1-BIM inh: inhibitors of MCL1 binding to BIM-BH3, primary screen, biochemical, fluorescence polarization. 0.68% of 320,000 active. inhibition, % at 10.9 µM. AID 2057, 2009. GST-MCL1 / FITC-Bim-BH3 fluorescence polarization. Induced myeloid leukemia cell differentiation protein Mcl-1 (Homo sapiens), Q07820;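 active = inhibition above the mean inhibition of all tested compounds plus 3 SD, set per campaign, cut at about 40% in these data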;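 also: 0% = DMSO wells and 100% = unlabeled Bim-BH3 peptide control; higher means more loss of mP so more displacement of Bim peptide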
MEX-5 binding: MEX-5 zinc finger RNA-binding disruptors – biochemical, C. elegans, fluorescence polarization, MLPCN library, primary screen; Zinc finger protein mex-5 (Caenorhabditis elegans), Q9XUB2; MEX-5/FITC-TCR2 RNA binding; active compounds read low; activity score (negative = inhibition of binding), % at 10 µM; 0.38% of 300,000 active; AID 1832, 2009;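 active = inhibition past about -25% in most replicates, and total fluorescence under double the plate's negative control median, limit read from the data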;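 also: 0% = DMSO and -100% = 5 µM competing unlabeled TCR2 RNA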
Target sequence (Q9XUB2 whole entry, looked up): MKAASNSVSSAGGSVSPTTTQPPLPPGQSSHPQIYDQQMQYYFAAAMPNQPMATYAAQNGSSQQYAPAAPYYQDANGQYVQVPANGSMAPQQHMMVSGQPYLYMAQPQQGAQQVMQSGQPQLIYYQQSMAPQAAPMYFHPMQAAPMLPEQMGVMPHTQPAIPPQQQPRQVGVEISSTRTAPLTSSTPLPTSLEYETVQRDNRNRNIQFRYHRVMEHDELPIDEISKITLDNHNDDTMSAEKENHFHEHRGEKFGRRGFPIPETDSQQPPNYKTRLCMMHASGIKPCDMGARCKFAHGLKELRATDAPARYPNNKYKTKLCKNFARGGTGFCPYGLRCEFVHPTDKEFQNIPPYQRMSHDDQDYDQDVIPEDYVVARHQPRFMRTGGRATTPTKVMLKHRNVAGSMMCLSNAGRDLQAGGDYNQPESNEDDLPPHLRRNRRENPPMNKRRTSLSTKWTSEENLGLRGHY
GRK2 aptamer HTS: compounds blocking aptamer binding on GRK2 – biochemical, human GRK2, bead flow cytometry, HTS, primary screen; Beta-adrenergic receptor kinase 1 (Homo sapiens), P25098; FAM-aptamer displacement from GRK2; inhibition of aptamer binding, % at 10 µM; 0.59% of 330,000 active;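 active = inhibition of aptamer binding above 40%, roughly 3 SD of noise, on plates passing a quality check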;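 also: median bead fluorescence of bound FAM aptamer so fluorescent compounds give negative values; no value below 0 was filed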
Fam108B inh: mouse Fam108B serine hydrolase inhibitors, primary screen, counter-screen for RBBP9 inhibitor project, biochemical, fluorescence polarization; recombinant Fam108B, FP-Rh probe fluorescence polarization; inhibition, % at 9.51 µM; 0.33% of 300,000 active;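 active = inhibition above the screen mean inhibition plus 3 SD, computed separately per campaign, cut at about 18% in these data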;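 also: inhibitors lower polarization as less probe binds the enzyme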
Efflux pump mplx: inhibitors of Candida efflux pumps in yeast, primary screen, S. cerevisiae, Nile Red, multiplex; S. cerevisiae Candida pump triplex; inhibition, % at 10 µM; 0.44% of 330,000 active; AID 485275, 2010;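 active = plate passing quality check with inhibition over a set limit, or well fluorescence over plate mean plus 4 SD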;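 also: Nile Red retained in pooled yeast measured as flow cytometry median fluorescence; 0% = buffer negative control and 100% = Enniatin B positive control; higher means more Nile Red kept so more efflux inhibition; some compounds called inactive have numbers as strong as hits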
PME-1 primary: PME-1 inhibitors via competitive probe labeling, primary screen, biochemical, fluorescence polarization, FP-Rh probe, HTS. recombinant PME-1. inhibition, % at 5.9 µM. Protein phosphatase methylesterase 1 (Homo sapiens), Q9Y570. 0.53% of 320,000 active;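 active = inhibition above the campaign mean of all compounds plus 3 SD, cut at about 26% in these data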;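 also: competitive labeling of PME-1 active site by serine hydrolase directed probe; 0% = PME-1 with DMSO and 100% = wells lacking PME-1 enzyme; inhibitors block probe labeling so polarization falls and inhibition rises; many of its hits are not listed in these tables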
Target sequence (Q9Y570 whole entry, looked up): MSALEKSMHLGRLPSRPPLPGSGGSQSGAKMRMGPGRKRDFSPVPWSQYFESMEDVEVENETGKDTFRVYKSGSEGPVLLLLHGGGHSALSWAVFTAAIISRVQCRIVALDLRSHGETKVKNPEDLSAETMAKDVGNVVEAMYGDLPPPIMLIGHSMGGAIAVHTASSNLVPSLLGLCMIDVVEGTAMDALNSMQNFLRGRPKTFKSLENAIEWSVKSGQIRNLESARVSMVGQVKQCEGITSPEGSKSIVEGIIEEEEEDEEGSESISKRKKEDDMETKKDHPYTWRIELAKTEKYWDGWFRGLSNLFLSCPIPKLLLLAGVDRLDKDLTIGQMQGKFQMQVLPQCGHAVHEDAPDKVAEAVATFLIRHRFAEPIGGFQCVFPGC
GLD-1 RNA inh: GLD-1/TGE RNA complex disruptors, primary screen, biochemical, fluorescence polarization | Female germline-specific tumor suppressor gld-1 (Caenorhabditis elegans), Q17339 | purified GLD-1 + fluorescein TGE RNA | inhibition, % at 5.96 µM | 0.44% of 320,000 active;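 active = percent inhibition above a per-plate cutoff, the plate mean of test compounds plus 3 SD, cut at about 30% in these data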;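 also: 0% = DMSO wells with GLD-1 and probe and 100% = wells lacking GLD-1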
Bcl-xL primary: inhibitors of human Bcl-xL, primary screen, biochemical, fluorescence polarization, HTS. GST-Bcl-xL / FITC-Bim BH3 peptide fluorescence polarization. inhibition, % at 10.9 µM. 0.7% of 320,000 active. AID 2129, 2009;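 active = inhibition above the mean of all tested compounds plus 3 SD, cutoff set per campaign, cut at about 30% in these data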;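 also: 0% = DMSO wells and 100% = unlabeled Bim-BH3 peptide competitor; inhibitors lower millipolarization by displacing the labeled peptide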
Target sequence (Q07817 whole entry, looked up): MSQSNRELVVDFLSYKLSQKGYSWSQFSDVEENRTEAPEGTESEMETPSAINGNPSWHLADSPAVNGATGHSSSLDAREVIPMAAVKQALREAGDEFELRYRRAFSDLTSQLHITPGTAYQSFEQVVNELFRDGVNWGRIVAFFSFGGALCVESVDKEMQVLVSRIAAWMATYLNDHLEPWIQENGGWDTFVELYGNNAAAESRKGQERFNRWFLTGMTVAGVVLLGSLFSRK
VLA-4 inh: inhibition in human VLA-4 binding assay, primary screen, VLA-4 allosteric modulator project, MLPCN library, flow cytometry, VLA-4 expressing cells; ligand binding flow cytometry; inhibition, % (about 7 µM as worked out from the volumes in the protocol); 0.2% of 330,000 active; in the data active = inhibition above about 50%
* marks the source's active call; other numbers are inactive results; · = no result given.

SMILES | MCL1-BIM inh | MEX-5 binding | GRK2 aptamer HTS | Fam108B inh | Efflux pump mplx | PME-1 primary | GLD-1 RNA inh | Bcl-xL primary | VLA-4 inh
O=S(=O)(c1ccc(Br)s1)N1CCc2ccccc2C1 | -1 | 4.4 | 1 | -1 | 0.0 | -1 | 1 | 1 | 2
COc1ccc(/C=N/NS(=O)(=O)c2ccc(C)cc2)cc1 | 8 | 0.5 | 3 | 2 | 0.0 | 7 | 1 | 2 | 5
O=C1NC(Cc2ccccc2)c2nc3ccc(Br)cc3c(=O)n2-c2cc(Cl)ccc21 (stereo unspecified) | · | · | 6 | · | 0.0 | · | -1 | · | 4
Cc1ccccc1OCCC(=O)N(CC(=O)Nc1ccccc1C(F)(F)F)Cc1ccco1 | -6 | -2.0 | 1 | 3 | -0.2 | 7 | 7 | -1 | 14
Cc1ccc[n+](C(C)C(=O)Nc2ccc(C)c([N+](=O)[O-])c2)c1 (stereo unspecified) | 3 | 1.5 | 0 | -1 | 0.0 | -8 | 2 | 0 | 6
CC(C)CCNC(=O)C1CC(c2ccc(C(F)(F)F)cc2)=NO1 (stereo unspecified) | -4 | 1.3 | 0 | 7 | -0.1 | 3 | 0 | 0 | -1
COc1ccc(NC(=O)CCNC(=O)c2ccco2)cc1S(=O)(=O)N(C)C | -13 | 0.5 | 0 | -3 | -0.1 | -8 | 7 | 7 | -2
Cc1csc(NC(=O)CN2CCCCCC2)n1 | 3 | 1.4 | 3 | 3 | -0.1 | -1 | 1 | 0 | 3
Cc1ccc(C)c(N2CCN(C(=O)CCCCCn3c(=S)[nH]c4ccc(N5CCOCC5)cc4c3=O)CC2)c1 | -1 | 0.7 | 1 | 1 | 0.1 | 9 | -6 | -2 | -2
CNC(=O)N/N=C(\N)c1ccccn1 | 5 | · | 2 | -4 | 0.0 | 1 | 1 | -1 | 14
Cc1cnc(C(=O)Nc2ccc(N3CCCCC3)cc2)cn1 | 2 | 1.6 | 2 | -1 | 0.1 | -5 | 0 | -2 | 7
Cc1nn(-c2ccccc2)c(C)c1[N+](=O)[O-] | -4 | 0.1 | 1 | 4 | 0.0 | -7 | 3 | -1 | 33
CC1(C)CC(=O)C(C=Nc2ccc3c(c2)OCO3)=C(O)C1 | 6 | -2.7 | 2 | 4 | 0.0 | -3 | 3 | 6 | 14
CC(C)C(=O)Nc1cccc(C(=O)NCCc2ccc(S(N)(=O)=O)cc2)c1 | 7 | 0.7 | 1 | 0 | 0.5 | -3 | 5 | 2 | -1
COc1ccc(CN(C(=O)c2ccc3c(c2)OCCO3)C(C(=O)NC2CCCCC2)c2ccc3ncccc3c2)cc1 (stereo unspecified) | 6 | 0.4 | 1 | 12 | 0.2 | -10 | 2 | 7 | 4
CC1=CCC2([N+](=O)[O-])CN(CC(=O)O)CC1([N+](=O)[O-])C2 (stereo unspecified) | -4 | 1.4 | 2 | 4 | 0.1 | 2 | -9 | 2 | -3
CCCS(=O)(=O)n1nc(-c2ccccc2)cc1N | 5 | -1.0 | 0 | 2 | 0.0 | 1 | 0 | 1 | 39
COc1cc(CCCN2C(=O)C(=O)NC[C@@H]2C(C)O)cc(OC)c1OC (stereo partly specified) | 1 | -1.8 | 3 | -3 | -0.2 | 3 | -6 | 1 | -6
CCCNc1nc(OCC(F)(F)F)nc(OCC(F)(F)F)n1 | -3 | 2.8 | 0 | 3 | 0.1 | -4 | -6 | 2 | -6
Cc1ccc(-c2csc(NC(=S)NC(=O)c3cccs3)n2)cc1 | 5 | -0.6 | 1 | 0 | 0.1 | -1 | 1 | 2 | 19
Cc1ccc(OCCC(=O)N(CCC(C)C)c2c(N)n(Cc3ccccc3)c(=O)[nH]c2=O)cc1 | 2 | -2.4 | 2 | -3 | -0.1 | -4 | 3 | -3 | -3
CC(C)Cn1c(SC(C)C(=O)Nc2ccc(N3CCOCC3)cc2)nc2ccccc21 (stereo unspecified) | 2 | -0.4 | 2 | 2 | -0.1 | 9 | 2 | 2 | -10
CN1CCN(C(=O)CCc2nc3ccccc3c(=O)[nH]2)CC1 | 4 | -1.7 | 2 | 0 | 0.1 | 3 | -9 | 3 | 8
CCOC(=O)CN(C(=O)CNC(=O)c1cccs1)C(C(=O)NC1CCCCC1)c1cccnc1 (stereo unspecified) | -2 | -3.7 | 3 | -2 | 0.1 | 1 | -1 | -2 | 11
O=C(CN(Cc1ccc(F)cc1)C(=O)c1csnn1)NC1CCCC1 | 7 | -0.9 | 2 | 3 | -0.1 | -4 | 5 | 9 | -26

Rewritten comma-delimited: entries from further up
molecule,MCL1-BIM inh,MEX-5 binding,GRK2 aptamer HTS,Fam108B inh,Efflux pump mplx,PME-1 primary,GLD-1 RNA inh,Bcl-xL primary,VLA-4 inh
CC(C)CCNC(=O)C1CC(c2ccc(C(F)(F)F)cc2)=NO1 (stereo unspecified),-4,1.3,0,7,-0.1,3,0,0,-1
COc1ccc(NC(=O)CCNC(=O)c2ccco2)cc1S(=O)(=O)N(C)C,-13,0.5,0,-3,-0.1,-8,7,7,-2

Structures from the list above that have a nitro group on carbon, in the order listed:
SMILES | MCL1-BIM inh | MEX-5 binding | GRK2 aptamer HTS | Fam108B inh | Efflux pump mplx | PME-1 primary | GLD-1 RNA inh | Bcl-xL primary | VLA-4 inh
Cc1ccc[n+](C(C)C(=O)Nc2ccc(C)c([N+](=O)[O-])c2)c1 (stereo unspecified) | 3 | 1.5 | 0 | -1 | 0.0 | -8 | 2 | 0 | 6
Cc1nn(-c2ccccc2)c(C)c1[N+](=O)[O-] | -4 | 0.1 | 1 | 4 | 0.0 | -7 | 3 | -1 | 33
CC1=CCC2([N+](=O)[O-])CN(CC(=O)O)CC1([N+](=O)[O-])C2 (stereo unspecified) | -4 | 1.4 | 2 | 4 | 0.1 | 2 | -9 | 2 | -3

Single entries from the entries so far:
`CNC(=O)N/N=C(\N)c1ccccn1` in VLA-4 inh reads 14
`Cc1ccc(-c2csc(NC(=S)NC(=O)c3cccs3)n2)cc1` in Efflux pump mplx reads 0.1
`CC(C)CCNC(=O)C1CC(c2ccc(C(F)(F)F)cc2)=NO1` (stereo unspecified) in GRK2 aptamer HTS reads 0
`O=C(CN(Cc1ccc(F)cc1)C(=O)c1csnn1)NC1CCCC1` in Bcl-xL primary reads 9

(cont.)
SMILES | MCL1-BIM inh | MEX-5 binding | GRK2 aptamer HTS | Fam108B inh | Efflux pump mplx | PME-1 primary | GLD-1 RNA inh | Bcl-xL primary | VLA-4 inh
O=C(Nc1ccc2c(c1)CCC2)Nc1ccccc1Cl | 5 | -3.0 | 0 | -5 | 0.0 | -7 | 9 | 3 | 0
CC(=O)c1ccc(NC(=O)C(C)OC(=O)CCN=C2NS(=O)(=O)c3ccccc32)cc1 (stereo unspecified) | -20 | -1.5 | 1 | -2 | 0.1 | -1 | 3 | -9 | 7
O=C1CC(C(=O)O)C2(CCCC2)O1 (stereo unspecified) | -3 | 0.5 | 0 | 2 | 0.0 | -4 | 0 | -3 | 0
COC(=O)c1ccccc1NC(=O)CCCCCn1nnc2ccccc2c1=O | 5 | 3.7 | 1 | -6 | -0.3 | 1 | -5 | 5 | 3
CCOC(=O)c1ccc(NC(=O)CN(C)S(=O)(=O)c2ccc(OC)cc2)cc1 | 0 | -2.0 | 1 | -2 | -0.1 | -5 | 3 | 2 | -12
CC(=O)c1c(C)[nH]c(C(=O)Nc2nccs2)c1C | 9 | -4.9 | 0 | 3 | -0.1 | 4 | -1 | 11 | -12
CN(CC(=O)NC1CCCCC1)S(=O)(=O)c1ccc2c(c1)c(=O)n(C)c(=O)n2C | 4 | -0.7 | 9 | -1 | -0.3 | -5 | 2 | 9 | 17
Cc1ccccc1-c1cccc(CN2CCN(C)C(CCO)C2)c1 (stereo unspecified) | 2 | 3.3 | 0 | 0 | -0.1 | -2 | 3 | 5 | -7
COCCCN1C(=O)C(O)=C(C(=O)c2ccc(C)o2)C1c1cccc(Br)c1 (stereo unspecified) | -2 | -2.0 | 1 | -1 | 0.0 | -1 | -2 | 2 | -1
COC(=O)c1sccc1NC(=O)c1ccccc1 | 4 | 2.3 | 0 | 0 | 0.0 | 4 | 2 | 3 | 12
COCCn1c(SCC(=O)c2c[nH]c3ccccc23)nnc1-c1ccncc1 | 6 | -2.9 | 16 | 1 | 0.1 | 5 | 1 | 0 | -16
CCNc1nc(NC(C)(C)C)nc(N2CCCC2)n1 | 1 | 2.1 | 1 | 0 | 0.1 | -1 | 1 | 4 | -12
C=CCn1c(N2CCOCC2)nc2c1c(=O)[nH]c(=O)n2C | -3 | 0.6 | 2 | 2 | 0.1 | -4 | -3 | 1 | -12
Cc1cccc2nc(CSc3nc4[nH]ncc4c(=O)n3-c3ccccc3Cl)cc(=O)n12 | 7 | 4.9 | 6 | 11 | 5.0 | -1 | 0 | 8 | -7
O=C1CCC(C(=O)N(CCO)Cc2ccccc2)CN1CC1CCCCC1 (stereo unspecified) | 10 | -0.5 | 0 | 2 | -0.1 | 3 | 1 | 7 | -19
CO/N=C/c1ccc(Sc2ccc(C)cc2)c([N+](=O)[O-])c1 | 0 | 3.2 | 0 | -4 | 0.0 | 6 | 4 | 3 | 21
COC(=O)C(CC(C)C)NC(=O)c1cccs1 (stereo unspecified) | -5 | · | 6 | -5 | -0.1 | 0 | 3 | 0 | 1
O=C(CN1C(=O)C2CCCCC2C1=O)N1CCN(c2ccc(F)cc2)CC1 (stereo unspecified) | 1 | -1.2 | 0 | -4 | 0.1 | 3 | -5 | 3 | 24
Nc1ccn(CC(=O)N[C@H](CO)Cc2c[nH]c3ccccc23)c(=O)n1 | -6 | · | 1 | · | 0.0 | 2 | -7 | -3 | -17
CCCCn1c(N)c(N(C)C(=O)c2c(C)nn(-c3ccccc3)c2C)c(=O)[nH]c1=O | · | · | 0 | · | -0.2 | · | -1 | · | 5
NNC(=O)c1cc2ccccc2[nH]1 | 2 | 2.1 | 0 | -3 | 0.1 | -9 | 6 | 1 | 1
O=C(NC1CC1)c1ccc2c(c1)S(=O)(=O)c1cc(Cl)ccc1C2=O | 4 | · | 0 | · | -0.2 | -3 | 0 | 4 | -4
Fc1cccc(/C=N/NC(=S)Nc2ccccc2Cl)c1 | -2 | 2.9 | 0 | -3 | 0.5 | -4 | 5 | -4 | -9
O=C([C@H](O)c1ccccc1)N1CCC[C@H]1CO | -9 | 0.2 | 0 | 4 | 0.1 | 5 | 2 | 1 | 5
CC(=O)c1c(C)oc2ccc(NS(=O)(=O)c3ccc(O)c(C(=O)O)c3)cc12 | 3 | 0.0 | 3 | -5 | 0.2 | -8 | -2 | 3 | 3
CN(C)CCCN=Cc1c(O)n(Cc2ccccc2)c(=O)c2ccccc12 | 0 | -1.0 | 0 | 3 | -0.1 | 2 | 7 | 4 | -2

A portion of the library. The share of hits here may be higher or lower than overall.
